Compound activity from PubChem BioAssay.
Mito fusion act – blocks mitochondrial division or promotes mitochondrial fusion | Potency, µM (titrated, usually from 46.1 µM), without a hit: at the top dose growth rescue (activation), most hits filed as activators | S. cerevisiae fusion-defective mutant growth rescue, CellTiterGlo 48 h | hit rate 0.23% among 320,000 | AID 485298;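 further: potency means the concentration at half of the fitted maximal effect; % of control where 0% means no effect; nearly all actives have a fitted effect of over 45% in size; temperature-sensitive fusion mutants such as fzo1-1 at 37 °C on non-fermentable ethanol glycerol medium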
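Growth-rescue viability read-out: after 48 h at the non-permissive 37C in glycerol/ethanol YPEG, yeast mitochondrial fusion mutants are measured by CellTiterGlo luminescence; compounds (23 nl pinned per well) restoring growth score as division inhibitors or fusion activators.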
ELG1 repair inh – inhibitors of ELG1-dependent DNA repair in HEK293T cells; HEK293T ELG1-luciferase reporter, luminescence, 16 h; DNA damage induced by 5-fluorouridine; Potency, µM (series often up to 46.1 µM), inactives show at the top dose activity change, negative = inhibition, usual class: inhibitors; hit rate 2.3% among 330,000; AID 504467; further: potency means the concentration at half of the fitted maximal effect; on the % scale 0 is the no-effect control and ±100 the full control effect; nearly all actives have a fitted effect of over 55% in size
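HEK293T cells expressing luciferase-tagged ELG1 (2,000/well) received 5-Fluorouridine plus compound or DMSO for 16 hr at 37 °C. Luciferase was read by ONE-Glo luminescence after 30 min at room temperature.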
Menin MLL FP TR – displaces Texas Red mutant MLL peptide from human menin; Menin + Texas Red MLL mutant peptide, fluorescence polarization; Potency, µM (titrated, usually from 61.6 µM), inactives show at the highest dose FP activity change, negative = inhibition, most hits filed as inhibitors; hit rate 0.23% among 270,000; AID 1768; active means well fitted inhibition curve with a large enough effect in the polarisation, with a control signal flat, not every such curve was filed as active; inconclusive means small, poorly fitted or top-dose-only effect, or effect the other way, or a change in a side signal; inactive means no such curve, though single readings can be large or run the other way; the % refers to the polarisation; further: potency means the concentration at half of the fitted maximal effect; % of control where 0% means no effect; many of its hits are not listed in these tables
Target sequence (O00255 whole entry, looked up): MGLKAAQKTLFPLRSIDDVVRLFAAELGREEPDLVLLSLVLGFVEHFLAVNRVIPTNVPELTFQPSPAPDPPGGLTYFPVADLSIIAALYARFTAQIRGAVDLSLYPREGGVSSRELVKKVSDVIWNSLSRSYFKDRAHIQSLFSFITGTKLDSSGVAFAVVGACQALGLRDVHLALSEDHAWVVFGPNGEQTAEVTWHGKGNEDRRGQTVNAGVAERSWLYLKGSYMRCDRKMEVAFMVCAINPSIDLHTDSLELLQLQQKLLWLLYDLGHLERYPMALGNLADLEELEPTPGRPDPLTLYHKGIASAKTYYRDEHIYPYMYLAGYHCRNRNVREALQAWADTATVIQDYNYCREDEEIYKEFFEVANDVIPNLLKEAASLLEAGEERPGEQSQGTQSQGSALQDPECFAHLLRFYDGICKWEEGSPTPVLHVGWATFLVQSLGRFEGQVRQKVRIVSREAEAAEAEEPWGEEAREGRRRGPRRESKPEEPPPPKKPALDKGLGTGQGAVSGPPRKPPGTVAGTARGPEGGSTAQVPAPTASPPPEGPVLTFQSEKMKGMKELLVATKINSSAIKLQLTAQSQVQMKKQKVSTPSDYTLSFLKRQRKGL
VP16 counter – Gal4-VP16 reporter inhibition counter-screen; Potency, µM (series often up to 53.6 µM), for the others: at the highest dose activity, negative = inhibition, usual class: inhibitors; hit rate 3.5% among 310,000; Drosophila S2 Gal4-VP16 UAS-luciferase, luminescence, 20 h;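 further: Gal4-VP16 expression switched on by copper sulfate through the metallothionein promoter; potency means the concentration at half of the fitted maximal effect; on the % scale 0 is the no-effect control and ±100 the full control effect; nearly all actives have a fitted effect of over 50% in size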
KCNH2 3.1 block – KCNH2 3.1 (human) potassium channel inhibition | U2OS KCNH2 3.1, thallium flux FluxOr; hits give low values | activity change, % (tested at about 1.8 µM) | hit rate 0.95% among 340,000 | AID 720553;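 active means maximum activity change below -70%; inconclusive means maximum activity change from -70% to -50%; inactive means maximum activity change above -50%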;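 further: thallium influx rate constant from kinetic fluorescence after stimulation buffer; on the % scale 0 is the no-effect control and ±100 the full control effect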
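Steps: virus added to U2OS suspension (4 h, RT, dark); medium with 10% FBS added, cells plated, 37 C overnight; FluxOr/Red40 loading buffer 45 min RT; stimulation buffer, 2 min kinetic read; rate constant normalized.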
RORgamma inh – inhibitors of mouse ROR gamma transcriptional activity; hit rate 5.4% among 310,000; AID 2551; P51450; Drosophila S2 Gal4-RORgamma UAS-luciferase reporter, 20 h; Potency, µM (titrated, usually from 53.6 µM), without a hit: top-dose activity change, negative = inhibition, actives largely listed as inhibitors; further: potency means the concentration at half of the fitted maximal effect; on the % scale 0 is the no-effect control and ±100 the full control effect; nearly all actives have a fitted effect of over 60% in size
Target sequence (P51450 whole entry, looked up, the tested form may be a part): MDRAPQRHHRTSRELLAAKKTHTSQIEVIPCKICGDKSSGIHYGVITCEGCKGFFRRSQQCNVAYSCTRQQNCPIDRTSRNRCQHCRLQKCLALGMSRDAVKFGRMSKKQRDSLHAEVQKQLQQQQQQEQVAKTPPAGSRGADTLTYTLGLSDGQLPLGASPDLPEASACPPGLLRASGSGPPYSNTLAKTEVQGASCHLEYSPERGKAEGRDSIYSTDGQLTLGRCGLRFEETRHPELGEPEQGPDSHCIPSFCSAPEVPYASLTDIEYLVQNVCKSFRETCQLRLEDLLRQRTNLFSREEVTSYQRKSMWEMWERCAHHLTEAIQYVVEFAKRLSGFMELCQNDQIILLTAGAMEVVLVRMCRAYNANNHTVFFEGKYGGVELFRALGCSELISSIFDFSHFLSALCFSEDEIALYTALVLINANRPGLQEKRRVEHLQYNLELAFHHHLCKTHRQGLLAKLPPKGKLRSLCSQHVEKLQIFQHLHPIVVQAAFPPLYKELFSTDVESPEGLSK
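Stably transfected Drosophila Schneider cells are the test system, with ROR gamma fused to Gal4 and luciferase under UAS control; luminescence is read after 20 hr of 700 uM copper sulfate induction at ambient temperature.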
FLuc counter – counter-screen for miR-21 project: firefly luciferase inhibitors or activators; P08659; purified FLuc, Km substrates, luminescence inhibition; Potency, µM (highest dose often 57.5 µM), for the others: top-dose activity change, negative = inhibition, hits mostly inhibitors; hit rate 6.9% among 360,000; AID 588342;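 further: potency means the concentration at half of the fitted maximal effect; plate controls were vehicle for no effect and reference inhibitor for full effect; nearly all actives have a fitted effect of over 55% in size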
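Biochemical qHTS of compounds, final roughly 60 µM downward over six points, against 10 nM purified firefly luciferase using Km concentrations of substrates (10 uM D-luciferin, 10 uM ATP) in Tris acetate pH 7.5 buffer; luminescence output.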
PKM2 act – PKM2 (human) enzyme activation. AID 1631. Potency, µM (top dose mostly 57.5 µM), for the others: at the top dose activation, usual class: activators. P14618. purified PKM2, Kinase-Glo ATP luminescence, activation; response scale: 0% is enzyme alone, no compound. hit rate 0.34% among 260,000; further: potency means the concentration at half of the fitted maximal effect; on the % scale 0 is the no-effect control and ±100 the full control effect; nearly all actives have a fitted effect of over 55% in size
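ATP formation by purified human PK-M2, quantified via coupled luciferase luminescence after 1 h at room temperature with 0.1 mM ADP and 0.5 mM PEP final.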
MBNL1-CUG inh – blocks human MBNL1 binding to CUG repeat RNA | Potency, µM (highest dose often 57.5 µM), without a hit: at the top dose activity change, negative = inhibition, actives largely listed as inhibitors | hit rate 0.036% among 280,000 | TR-FRET MBNL1-His/biotin-(CUG)12 binding, 665/545 ratio | Q9NR56; active means well fitted inhibition curve with a large enough effect in the signal ratio, with a control signal flat, not every such curve was filed as active; inconclusive means small, poorly fitted or top-dose-only effect, or effect the other way, or a change in a side signal; inactive means no such curve, though single readings can be large or run the other way; the % refers to the signal ratio; further: potency means the concentration at half of the fitted maximal effect; on the % scale 0 is the no-effect control and ±100 the full control effect
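Ratiometric TR-FRET (665 over 545 nm, excitation 340 nm) tracks disruption of MBNL1-His/biotin-(CUG)12 complex after 60 min at room temperature, with compounds at 92 nM to 58 uM final.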
NPC1 promoter act – activates the NPC1 promoter | Huh7 NPC1 promoter luciferase reporter, 24 h | Potency, µM (doses to about 9.22 µM), for the others: top-dose activation, most hits filed as activators | hit rate 2.4% among 320,000 | AID 485313;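 further: potency means the concentration at half of the fitted maximal effect; % of control where 0% means no effect; nearly all actives have a fitted effect of over 60% in size; reporter is driven by a mutant NPC1 promoter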
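Huh7 cells stably carrying NPC1 promoter–luciferase, plated in Opti-MEM with 10% FBS for 2 h, were exposed to compound in DMSO for 24 h at 37 °C; luciferase reagent was added for 10 min and luminescence read.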
Rab9 promoter act – activates the Rab9 promoter; hit rate 2.8% among 320,000; Potency, µM (highest dose often 9.22 µM), for inactives: top-dose activation, negative = inhibition, hits mostly activators; Huh7 Rab9 promoter-luciferase reporter, luminescence, 24 h; AID 485297; further: potency means the concentration at half of the fitted maximal effect; % of control where 0% means no effect; nearly all actives have a fitted effect of over 60% in size
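Huh7 reporter line, Rab9 promoter upstream of luciferase. Compound exposure 24 h at 37 °C in reduced-serum medium with 10% FBS. Read-out: luminescence.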
Starred values were filed as active, the others as inactive; ? = inconclusive; / = not tested or not shown; & = joins results of further samples; [ ] = remark or other dose. Unless noted, the call rests on the fitted dose curve; in most records, active means well fitted curve in the direction sought with a large enough effect; inconclusive means small, poorly fitted or top-dose-only effect, or another doubt; inactive means no such curve, though single readings can be large; an effect the other way counts as inactive or inconclusive. These rows are one share of the data, so the mix of outcomes need not match the whole.

SMILES	Mito fusion act	ELG1 repair inh	Menin MLL FP TR	VP16 counter	KCNH2 3.1 block	RORgamma inh	FLuc counter	PKM2 act	MBNL1-CUG inh	NPC1 promoter act	Rab9 promoter act
COC(=O)C1=C(C)Nc2nnnn2C1c1cc(OC)ccc1OC (centres undefined)	-2%	12%	0%	-1%	7	0%	3%	-11%	9%	6%	-9%
O=C(c1ccccc1)N1CCN(S(=O)(=O)N2CCOCC2)CC1	6%	-9%	6%	8%	-28	8%	0%	-16%	-15%	-4%	2%
Cc1ccc(/C(=N/Nc2ncnc3ccccc23)C(=O)O)cc1	4%	?	20%	0.89µM*	-8	0.05µM*	?	-1%	12%	4%	-6%
C/C(=N\NC(=O)c1ccccc1)c1ccc(N2CCCCC2)cc1	2%	?	3%	13%	/	-8%	?	7%	-6%	?	?
COc1cc(NC(=O)c2n[nH]c(=O)c3ccccc23)cc(OC)c1	-3%	?	/	2%	-8	-3%	-1%	-8%	7%	1%	-2%
COc1ccc(Cn2cnc3c4cc(F)ccc4n(C)c3c2=O)cc1	-1%	0%	/	-4%	4	11%	0%	0%	/	-2%	7%
Cc1cccc(C)c1NC(=O)CCCSc1nnc(N)s1	6%	10%	-11%	-16%	-20	19%	-2%	/	7%	-7%	11%
Cn1c(CNC(=O)c2ccc3c(c2)OCO3)nnc1SCC(=O)Nc1ccccc1F	-1%	9%	-2%	12%	-6	0%	?	-3%	3%	-2%	2%
CC(C)OP(=O)(OC(C)C)C(Nc1cccc(C(=O)O)c1)c1ccccc1 (centres undefined)	2%	-12%	/	5%	-7	0%	1%	-1%	/	4%	2%
Cc1cc(NC(=O)CCC(=O)N(CC(=O)NC2CCCC2)Cc2ccccc2Cl)no1	1%	12%	-5%	-8%	3	-3%	1%	0%	-4%	0%	-5%
O=C(Nc1cccc(C(F)(F)F)c1)c1cc(S(=O)(=O)N2CCCCC2)ccc1N1CCOCC1	20%	?	1%	-2%	-22	5%	3%	-1%	2%	-5%	16%
CC(=O)N(C(C)=O)C1=C(C#N)C2(CCCCC2)Cc2ccccc21	2%	-5%	0%	-10%	2	16%	0%	3%	19%	-7%	-6%
O=C(NC(=S)NCc1ccco1)c1ccccc1	-3%	4%	17%	3%	42	13%	-15%	-2%	-14%	27%	0%
O=C(Nc1ccc(N2CCOCC2)cc1)c1cnccn1	-15%	?	20%	7.9µM*	7	5µM*	1.9µM*	-29%	14%	?	0.32µM*
O=C(COC(=O)COc1ccc(Cl)cc1Cl)Nc1cccnc1Cl	1%	17%	-12%	0%	-8	-7%	-6%	-7%	?	-2%	-1%
COc1ccc(-c2[nH]ncc2CN(Cc2nccn2C)C(C)C)cc1F	1%	-1%	-3%	10%	/	2%	-4%	-7%	16%	0%	-16%
Cn1nc(CC(=O)N2CCN(c3ccccc3)CC2)c2ccccc2c1=O	14%	?	-8%	-7%	-8	-20%	0%	-9%	3%	3%	9%
CN(C)c1nnc(-c2ccc(Cl)cc2)o1	-3%	?	-1%	4%	4	6%	-3%	0%	-2%	0%	0%
Cc1sc(NC(=O)CSc2nc(N)n(CC(=O)c3ccccc3)n2)c(C#N)c1C	-2%	?	-11%	-2%	4	18%	?	9%	7%	-4%	-3%
O=C(O)CCC(=O)N1N=C(c2cccs2)CC1c1ccc(Br)cc1 (centres undefined)	-5%	4%	11%	-3%	-5	-2%	-2%	/	5%	-1%	0%[1.84 µM]
CCOC(=O)c1c(S(=O)(=O)NCC(=O)NCc2ccccc2Cl)c(C)n(C)c1C	-3%	13%	0%	2%	-8	-4%	-1%&1%	/	-7%	-3%	-10%
O=C(NCCc1ccncc1)c1ccc2nc(Cc3cccc(Cl)c3)oc2c1	0%	15%	/	1%	-34	7%	1%	4%	2%	0%	6%
COc1ccc(CNC(=O)CN2CCC(NC(=O)c3ccccc3C)CC2)cc1	1%	-2%	/	-1%	4	2%	-6%	/	-3%	-4%	2%
CC(C)NC(=O)c1cc(C(=O)c2cc(Cl)ccc2O)coc1=N	1%	7%	?	-6%	1	11%	3%	0%	-6%	2%	-6%
CC1CCCN(CCCNC(=O)c2ccc(CS(=O)(=O)c3c(Cl)cccc3Cl)o2)C1 (centres undefined)	2%	20%	/	-13%	-4	8%	3%	/	-2%	-4%	-2%
CC(=O)N1CCN(S(=O)(=O)c2ccc3c(c2)CCC(=O)N3)CC1	-3%	1%	/	/	-8	/	3%	/	/	0%	1%
Cc1ccc(Nc2c(-c3ccc(N4CCOCC4)cc3)nc3ncccn23)cc1	-2%	-25%	-6%	10%	7	?	?	2%	21%	-2%	-3%
C=CCCC(=O)Nc1nc(C)c(-c2csc(Nc3ccc(Cl)cc3)n2)s1	-9%	18µM*	?	-5%	3	37%	?	-2%	7%	-4%	1%
Cn1c(=O)c2ncn(CC(=O)Nc3cccc(-c4nc5ccccc5s4)c3)c2n(C)c1=O	4%	?	42%[activator]	5%	-1	4%	3.8µM*	0%	-10%	3.2µM*	?
CC(C)(C)OC(=O)N[C@H](C(=O)OC(C)(C)C)c1ccc(Br)cc1	-5%	?	/	/	1	/	4%	/	/	-2%	-3%
CCCSc1cc(=O)n(-c2ccccc2)nc1C(=O)O	-2%	?	0%	-5%	/	2%	-1%	4%	/	10%	-2%
COc1ccc(N=C2NC(=O)/C(=C\C=C\c3ccccc3)S2)cc1	8%	10%	?	-7%	-40	1%	?	-2%	-3%	-2%	-16%
Cc1cccc(C(=O)NCC(c2ccco2)N(C)C)c1 (centres undefined)	0%	14%	10%	-8%	16	1%	-9%	-2%	-4%	-1%	-1%
COc1ccc(S(=O)(=O)N2CCN(c3ccc4nnc(-c5ccc(F)cc5)n4n3)CC2)cc1	2%	18µM*	-2%	-15%	0	1%	-1%	27%	49%[activator]	-6%	-2%
O=C(Nc1ccc([N+](=O)[O-])cc1)C1C(c2ccccc2)=C1c1ccccc1	-5%	13%	?	-15%	-8	-21%	0%	-6%	5%	3%	2%
CC(C)c1ccc(NC(=O)c2ccccc2NC(=O)C2CC=CCC2C(=O)O)cc1 (centres undefined)	2%	?	/	-5%	-7	?	27µM*	/	2%	15%	15%
COc1ccc(N2CCN(Cc3nc(-c4ccccc4)no3)CC2)cc1	5%	13%	-19%	-3%	-1	4%	-5%	0%	-5%	-4%	-1%
Cc1cccc(NC(=O)C(C)SCc2nc3sc(C)c(C)c3c(=O)[nH]2)n1 (centres undefined)	1%	-10%	-5%	1%	-1	1%	2%	4%	6%	1%	12%
Clc1ccccc1CSc1nc2ccncc2[nH]1	3%	?	-8%	-5%	7	34%	15µM*	-13%	3%	?	3.5µM*
CCCCNC(=O)C1CCCN1C(=O)Nc1cccc(OC)c1 (centres undefined)	2%	19%	-21%	-7%	-2	27%	-4%	-17%	-6%	-1%	14%
CCOc1ncccc1C(=O)OCC(=O)NC(=O)NC(C)C	5%	4%	-18%	6%	0	1%	3%	3%	-7%	0%	-9%
Cc1ccc(NC2=NCC(=O)N2CCc2ccccc2)cc1C	-4%	4%	-2%	-13%	4	-10%	3%	4%	?	0%	-4%
O=C(NNC(=O)c1cnccc1C(F)(F)F)c1ccccc1	-1%	-1%	/	4%	-1	2%	2%	3%	/	1%	-6%
CCOC(=O)c1cnn(-c2nc3c(C)cccc3s2)c1C	1%	?	-2%	-9%	-9	-27%	3%	-4%	1%	24%	13%
C/C(=N\Nc1ccc(S(N)(=O)=O)cc1[N+](=O)[O-])c1ccco1	10%	-16%	/	-17%	-16	20%	-6%	?	?	1%	0%
CN(C)c1ccc2c(O)cc(=O)n(C)c2c1	0%	9%	5%	-15%	-4	?	-3%	2%	12%	4%	12%
COc1ccc(NC(=O)CN2CCN(c3ccccc3F)CC2)cc1	-4%	-8%	-1%	-8%	3	24%	5%	-1%	-10%	2%	-4%
CC1CC(C)CN(C(=O)COC(=O)c2cccc([N+](=O)[O-])c2)C1 (centres undefined)	5%	11%	-8%	-6%	-22	31%	0%	3%	/	-17%	8%
